Source: PubChem BioAssay (National Center for Advancing Translational Sciences (NCATS))
IL1B secr inh – qHTS for Inhibitors of Inflammasome Signaling: IL-1-beta AlphaLISA Primary Screen; THP-1 LPS/ATP IL-1B secretion, AlphaLISA, 16 h; stronger effect = lower value; 360,000 tested, 4.7% active; activity change, % at 57.5 µM; in the data active = activity change below about -50%; inconclusive = mostly about -30% to -49%; note: % is set by controls: 0 for no effect and ±100 for the full control effect
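Secreted IL-1B measured by AlphaLISA bead assay after 16 h compound exposure of THP-1 cells; compounds (final up to 57.5 uM) added 1 h before LPS (250 ng/mL) and ATP (1.25 mM) stimulation; lower signal means less secretion.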
Nrf2 activator – qHTS of Nrf2 Activators; 410,000 tested, 0.31% active; Potency, µM (top dose mostly 46.1 µM), without a hit: at the top dose activation, usual class: activators; AREc32 ARE-luciferase reporter (MCF7-derived line), luminescence, 24 h; note: potency is the fitted concentration of half-maximal effect; % of control where 0% means no effect; nearly all actives have a fitted effect of over 65% in size
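AREc32_Fluc, 1000 cells/well, OPTI-MEM + 5% FBS, o/n 37 deg C 5% CO2; 23 nL cpd by pin tool, 24 hr; Steady-Glo 30 min RT, luminescence.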
Nrf2 block – Nrf2 qHTS screen for inhibitors. Potency, µM (titrated, usually from 46 µM), without a hit: top-dose activity change, negative = inhibition, usual class: inhibitors. A549 ARE-Fluc reporter, luciferase luminescence, 18-24 h. 360,000 tested, 2.1% active; note: potency is the fitted concentration of half-maximal effect; % is set by controls: 0 for no effect and ±100 for the full control effect; nearly all actives have a fitted effect of over 60% in size
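Nrf2 activity is the BugLite luminescence, read 15 min after reagent at room temperature, following CellTiter-Fluor cytotoxicity readout (30 min, 37C). Compound titrations were applied for 18-24 h to 5000 A549 ARE_Fluc cells/well in 5% FBS OPTI-MEM.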
HepG2 tox – qHTS for Inhibitors of TGF-b: Cytotox Counterscreen; HepG2 CAGA-GFP viability, ATP luminescence, 18 h; Potency, µM (doses to about 46.1 µM), for the others: at the top dose activity change, negative = cytotoxicity, usual class: cytotoxic; 410,000 tested, 0.76% active; note: potency is the fitted concentration of half-maximal effect; some results filed as inactive show a strong effect at the top dose
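HepG2 CAGA-GFP cells (1000/well, DMEM with 1% FBS) received compound, then TGF-beta at 500 pg/mL final, and were incubated 18 hours at 37 degrees C. Viability was read by CellTiter-Glo luminescence. Media-only wells were set as complete cell-killing and DMSO as no toxicity.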
ATXN2 expr inh – Primary qHTS for Inhibitors of ATXN expression | HEK-293 ATXN2-luciferase reporter, luminescence, 24 h | Potency, µM (doses to about 57 µM), inactives show top-dose activity change, negative = inhibition, usual class: inhibitors | AID 1745845, 2022 | 360,000 tested, 0.72% active; note: potency is the fitted concentration of half-maximal effect; % is set by controls: 0 for no effect and ±100 for the full control effect; nearly all actives have a fitted effect of over 55% in size
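qHTS (up to 57 uM final) was run with 24 h compound exposure of reporter cells at 37 °C. Each well was multiplexed: SteadyGlo luminescence measured ATXN2-luciferase expression after a fluorogenic Gly-Phe-AFC viability readout (25 uM final).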
S2 tox – Viability Counterscreen for Primary qHTS for Inhibitors of ATXN expression. S2 cells (HEK-293 line with an ATXN2-luciferase reporter) viability, CellTiter-Fluor protease fluorescence, 24 h. 400,000 tested, 0.49% active. Potency, µM (series often up to 56.7 µM), usual class: cytotoxic. AID 651635, 2014; note: potency is the fitted concentration of half-maximal effect; nearly all actives have a fitted effect of over 40% in size
TGFb SMAD3 inh – qHTS for Inhibitors of TGF-b | HepG2 CAGA-GFP TGF-b/SMAD3 reporter, GFP fluorescence, 18 h; TGF-beta stimulated, 500 pg/mL final | Potency, µM (series often up to 46.1 µM), for inactives: at the highest dose activity, negative = inhibition, usual class: inhibitors | 410,000 tested, 1.2% active; note: potency is the fitted concentration of half-maximal effect; % is set by controls: 0 for no effect and ±100 for the full control effect; nearly all actives have a fitted effect of over 65% in size
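First, reporter cells (HEPG2 CAGA-GFP) rested 2 h at 37 degrees C. Next, compounds were pinned in and TGF-beta added to 500 pg/mL final. After 18 h, GFP was imaged per cell and summed per well.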
MCF10A rereplic – A quantitative high throughput screen for small molecules that induce DNA re-replication in MCF 10a normal breast cells; MCF 10A DNA re-replication, Hoechst nuclear intensity, 48 h; Potency, µM (doses to about 46.1 µM), for inactives: top-dose activity, positive = re-replication, most hits filed as activators; 350,000 tested, 2.9% active; note: potency is the fitted concentration of half-maximal effect; % of control where 0% means no effect; nearly all actives have a fitted effect of over 50% in size
A549 viability – Nrf2 qHTS screen for inhibitors: counterscreen for cytotoxicity; Potency, µM (highest dose often 46 µM), without a hit: top-dose activity change, negative = cytotoxicity, actives largely listed as inhibitors; A549 ARE-Fluc cells, CellTiter-Fluor viability, 18-24 h; 390,000 tested, 0.16% active; note: potency is the fitted concentration of half-maximal effect; % is set by controls: 0 for no effect and ±100 for the full control effect
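Cytotoxicity counterscreen: CellTiter-Fluor fluorescence was measured in A549 ARE_Fluc cells after 18-24 h of compound exposure in a concentration series. The subsequent BugLite luminescent read reports ARE-luciferase activity.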
The depositor's hits bear a star; i = inactive; u = inconclusive; x = no result given; [ ] = dose if it differs, or a comment. Unless noted, calls come from the whole dose curve; as a rule, active = well fitted curve in the direction sought with a large enough effect; inconclusive = small, poorly fitted or top-dose-only effect, or another doubt; inactive = no such curve, though single readings can be large; an effect the other way counts as inactive or inconclusive.

SMILES	IL1B secr inh	Nrf2 activator	Nrf2 block	HepG2 tox	ATXN2 expr inh	S2 tox	TGFb SMAD3 inh	MCF10A rereplic	A549 viability
O=C1N(CC(=O)N2CCc3ccccc32)CCN1Cc1ccc(Cl)cc1	-18	4.2%	-1%	11%	-7%	i	-30%	0%	3%
CC(C)Cn1c(SCC(=O)NCCCN2CCCC2=O)nc2ccccc21	4	0.8%	0%	-12%	-2%	i	-1%	1%	12%
CC(=O)c1cccc(NC(=O)c2cc(Cl)sc2Cl)c1	-17	u	10%	21%	22%	i	-3%	-7%	-1%
CCc1ccccc1NC(=O)c1ccc(Cn2nc(N3CCN(c4ccccc4)CC3)ccc2=O)o1	x	-1.2%	u	-30%	20µM*	u	u	x	-9%
O=C(NCc1ccc2c(c1)OCO2)c1cc(-c2ccc(Cl)cc2Cl)on1	-6	-0.5%	-8%	3%	4%	i	-4%	1%	-3%
CCCS(=O)(=O)c1c(S(=O)(=O)CCC)c2c(C)cccn2c1C(N)=O	9	3.5%	-1%	-12%	-3%	i	-1%	-2%	-2%
COc1ccc(C(=O)NCC2CCCO2)cc1 (stereo not given)	4	2.5%	u	20%	4%	i	31%	-1%	1%
O=C(CSc1nc2ccccc2c(=O)n1Cc1ccccc1)Nc1ccc(Br)cc1C(=O)O	0	-1.1%	-7%	-9%	82%[activator]	i	8%	23µM*	-7%
CSc1ccc(-c2nc3ccc(C)cn3c2Nc2ccccc2C)cc1	x	2.5%	20%	-8%	4%	i	18%	x	8%
Cc1cc2ccccc2cc(C)c1=O	7	0.2%	12%	1%	-11%	i	-3%	2%	4%
O=C(CSC(=S)N1CCCCC1)c1c(F)cccc1F	0	14%	17%	-30%	x	i	-14%	4%	3%
CCOCCCNC(=O)c1ccc(N(C)S(=O)(=O)c2ccc(OC)cc2)cc1	6	-0.3%	x	-4%	0%	i	4%	-9%	7%
C=CCNc1nc2c(c(=O)[nH]c(=O)n2C)n1CC(O)COc1ccc2ccccc2c1 (stereo not given)	21	0.2%	-14%	-6%	-8%	i	4%	u	4%
Cc1ccc(-c2[nH]c3ccccc3c2SCCNC(=O)c2cc3ccccc3oc2=O)cc1	0	3.6%	-1%	-35%	-8%	u	-29%	u	0%
Cc1cc(=O)oc2cc(OCC(=O)N3CCN(c4ccccc4)CC3)c(Cl)cc12	19	-0.9%	-16%	3%	-1%	i	7%	5%	0%
CCOC(=O)C1=C(C)NC2=C(C(=O)CC(C)(C)C2)C1c1ccc(N(C)C)cc1 (stereo not given)	-20	-0.4%	-21%	-8%	-18%	u	-12%	9%	-8%
O=C(O)c1cccc(S(=O)(=O)N2CCC(n3nnc4cc(C(F)(F)F)ccc43)CC2)c1	12	-0.2%	-2%	-9%	0%	i	-4%	6%	1%
Cn1c2ccccc2c(=O)c2cc(C#Cc3ccsc3)ccc21	23	u	11%	8%	37%	i	u	u	-2%
NS(=O)(=O)c1ccc(CCNC(=S)Nc2ccccc2)cc1	0	-0.3%[9.22 µM]	u	-17%	2%	i	-16%	-4%	1%
CSc1nc2n(n1)C(c1ccccn1)C1=C(CC(C)(C)CC1=O)N2 (stereo not given)	-8	-0.1%	1%	4%	-3%	i	1%	-4%	6%
Cc1ccc(NC2=C(Cl)C(=O)OC2OC(=O)c2ccco2)c(C)c1 (stereo not given)	0	26%	4%	-44%	2%	u	-27%	u	-2%
COc1ccc(C(=O)NNC(=O)CSc2nnc(-c3ccc(O)cc3)n2C)cc1	6	0.3%	-1%	-2%	1%[11.3 µM]	i	-4%	1%	-5%
Cc1cc(NC(=O)CSc2ncn(-c3ccccc3)n2)no1	14	0.0%	7%	4%	-9%	i	u	1%	-4%
Cc1ccc(S(=O)(=O)NC2OC(=O)C(Cl)=C2Cl)cc1 (stereo not given)	5	3.0%	10%	-2%	5%	i	-5%	u	-5%
CCn1cc(C(=O)N[C@H](C(=O)NCCCOC)C(C)C)c(=O)c2cc3c(cc21)OCO3	15	-0.3%	5%	-8%	x	u	2%	0%	8%

Eleven of the compounds above, with values under each structure.
Values run as follows: IL1B secr inh | Nrf2 activator | Nrf2 block | HepG2 tox | ATXN2 expr inh | S2 tox | TGFb SMAD3 inh | MCF10A rereplic | A549 viability
Cc1cc(=O)oc2cc(OCC(=O)N3CCN(c4ccccc4)CC3)c(Cl)cc12
  19 | -0.9% | -16% | 3% | -1% | i | 7% | 5% | 0%
CCOC(=O)C1=C(C)NC2=C(C(=O)CC(C)(C)C2)C1c1ccc(N(C)C)cc1 (stereo not given)
  -20 | -0.4% | -21% | -8% | -18% | u | -12% | 9% | -8%
O=C(O)c1cccc(S(=O)(=O)N2CCC(n3nnc4cc(C(F)(F)F)ccc43)CC2)c1
  12 | -0.2% | -2% | -9% | 0% | i | -4% | 6% | 1%
Cn1c2ccccc2c(=O)c2cc(C#Cc3ccsc3)ccc21
  23 | u | 11% | 8% | 37% | i | u | u | -2%
NS(=O)(=O)c1ccc(CCNC(=S)Nc2ccccc2)cc1
  0 | -0.3%[9.22 µM] | u | -17% | 2% | i | -16% | -4% | 1%
CSc1nc2n(n1)C(c1ccccn1)C1=C(CC(C)(C)CC1=O)N2 (stereo not given)
  -8 | -0.1% | 1% | 4% | -3% | i | 1% | -4% | 6%
Cc1ccc(NC2=C(Cl)C(=O)OC2OC(=O)c2ccco2)c(C)c1 (stereo not given)
  0 | 26% | 4% | -44% | 2% | u | -27% | u | -2%
COc1ccc(C(=O)NNC(=O)CSc2nnc(-c3ccc(O)cc3)n2C)cc1
  6 | 0.3% | -1% | -2% | 1%[11.3 µM] | i | -4% | 1% | -5%
Cc1cc(NC(=O)CSc2ncn(-c3ccccc3)n2)no1
  14 | 0.0% | 7% | 4% | -9% | i | u | 1% | -4%
Cc1ccc(S(=O)(=O)NC2OC(=O)C(Cl)=C2Cl)cc1 (stereo not given)
  5 | 3.0% | 10% | -2% | 5% | i | -5% | u | -5%
CCn1cc(C(=O)N[C@H](C(=O)NCCCOC)C(C)C)c(=O)c2cc3c(cc21)OCO3
  15 | -0.3% | 5% | -8% | x | u | 2% | 0% | 8%

Going on with the list.
SMILES	IL1B secr inh	Nrf2 activator	Nrf2 block	HepG2 tox	ATXN2 expr inh	S2 tox	TGFb SMAD3 inh	MCF10A rereplic	A549 viability
Cc1nn(CCC#N)c2nc(-c3ccccc3)cc(C(F)(F)F)c12	13	-0.3%	6%	6%	-7%	i	-6%	-5%	-5%
Cc1ccc(CN2CC34C=CC(O3)C(C(=O)NCc3ccc5c(c3)OCO5)C4C2=O)cc1 (stereo not given)	31	-0.1%	-6%	8%	2%	u	15%	1%	-1%
CCOc1ccc(CCNC(=O)c2[nH]c(C)c(C(C)=O)c2CC)cc1OCC	30	0.7%	-9%	-33%	8%	i	-28%	u	1%
CCc1ccccc1Nc1nc(-c2cccnc2)cs1	-8	6.9%	u	-17%	x	i	1%	3%	5%
O=C(NCc1cccnc1)c1cc(C2CCCN(S(=O)(=O)c3cccc4cccnc34)C2)on1 (stereo not given)	8	0.7%	x	2%	-3%	i	6%	x	x
CCOCCCNC(=O)C(Cc1ccccc1)NC(=O)c1ccco1 (stereo not given)	-4	-0.8%	19%	-10%	11%	i	-3%	13%	-18%
COC(=O)CSc1nnc2cc(C)c3ccccc3n12	-29	0.2%	1%	-1%	0%	u	-23%	-7%	0%
CC1(Cc2ccccc2Cl)C(=O)Nc2c(Cl)cccc21 (stereo not given)	-25	2.3%	x	0%	-22%	i	0%	x	x
CCOc1ccc(NC(=O)C2CCC(CNc3c(N4CCOCC4)c(=O)c3=O)CC2)cc1 (stereo not given)	-5	0.4%	10%	-21%	-9%	i	-4%	-2%	1%
O=C(NC1CC1)C1CCN(S(=O)(=O)c2ccc(Cl)c([N+](=O)[O-])c2)CC1	-97*	13%	-2%	-32%	x	u	u	u	-2%
COc1ccc(N2CCN(C(=O)c3ccc(N4C(=O)NC5CC4(C)Oc4ccccc45)cc3)CC2)cc1 (stereo not given)	u	0.1%	-26%	-9%	4%	i	2%	u	-8%
Cc1cc2ccccn2c1C(=O)c1ccc([N+](=O)[O-])cc1[N+](=O)[O-]	-14	0.5%	-10%	2%	-18%	i	17%	-11%	u
COCc1ccc(CN2CCCC(CO)(Cc3ccccc3)C2)o1 (stereo not given)	5	0.5%	-9%	-10%	19%	i	-6%	14%	2%
CC1=C(C(=O)N2CCCCC2)C(c2cccs2)NC(=O)N1 (stereo not given)	13	0.5%	7%	-25%	-7%	i	-7%	0%	-2%
CSc1ccccc1NC(=O)CN(C)C(=O)/C=C/c1ccccc1	-7	0.6%	-17%	-2%	x	i	4%	6%	9%
Cc1ccc(-c2cc3nc(-c4ccccc4)cc(N4CCOCC4)n3n2)cc1	-14	0.6%	15%	0%	-3%	i	35%[activator]	16µM*	5%
O=C1NC(=S)NC1Cc1ccc(O)cc1 (stereo not given)	14	10%	18%	7%	-4%	i	19%	-22%	7%
CC(C)(C)c1ccc(C(=O)N2CCN(c3ccc(N4CCOCC4)nn3)CC2)cc1	13	0.3%	-13%	10%	7%	i	-33%	0%	1%
CCOC(=O)c1c(C)[nH]c(C)c1C(=O)COC(=O)/C=C/c1ccc(Cl)cc1	-5	4.6%	-3%	-19%	-1%	i	1%	-11%	-2%
COc1ccccc1NC(=S)N(Cc1cccs1)C1CCCC1	-63*	0.1%	u	-4%	1%	i	u	11%	u
COc1cccc(CC(=O)OC(C)C(=O)Nc2ncc(Cl)cc2Cl)c1 (stereo not given)	-5	0.5%	3%	18%	-10%	i	9%	u	1%
COc1ccc(C(CNC(=O)c2cccc(NS(=O)(=O)c3ccccc3)c2)N2CCCC2)cc1 (stereo not given)	-3	3.2%	5%	-6%	x	u	11%	-2%	-16%
